# Compound activity: PubChem BioAssay, several laboratories
# RmlCD inh mix: inhibitors of RmlC and RmlD coupled enzymes. inhibition, % at 5.5 µM. actives 0.39% (n = 110,000). RmlC/RmlD coupled enzyme inhibition, 384-well mixture HTS; in the data active = inhibition above about 30%, passing the limit was not always enough; also: strong numbers were not always called active
# RT RNaseH block: inhibitors of HIV-1 reverse transcriptase RNase H; P04585; RT-RNase H RNA/DNA duplex cleavage, fluorescence; inhibition, % at 10 µM; actives 1.9% (n = 65,000); in the data active = inhibition above about 50%
# Numbers without * were called inactive; · = not tested or not shown. A portion of the library; rates above refer to the full screens.
# A first look:
# Below each compound: RmlCD inh mix	RT RNaseH block
Cc1ccc(Cn2ccc(NC(=O)CCSc3nc(-c4ccco4)cc(C(F)(F)F)n3)n2)cc1
→ 4	-36
FC(F)(F)c1cc(-c2ccco2)nc(-n2nc(C(F)(F)F)cc2C2CC2)n1
→ -1	7
Cc1ccnc(SCCn2c(Br)nc3c2c(=O)n(C)c(=O)n3C)n1
→ ·	-6
Cc1ccc(CNC2=NCCCCC2)n1C
→ 9	41
CCOC(=O)c1ccc2c(c1)nc(COc1ccc(OC)cc1)n2CC
→ 2	·

# Main list, from the first entry:
# Below each compound: RmlCD inh mix	RT RNaseH block
Cc1ccc(Cn2ccc(NC(=O)CCSc3nc(-c4ccco4)cc(C(F)(F)F)n3)n2)cc1
→ 4	-36
FC(F)(F)c1cc(-c2ccco2)nc(-n2nc(C(F)(F)F)cc2C2CC2)n1
→ -1	7
Cc1ccnc(SCCn2c(Br)nc3c2c(=O)n(C)c(=O)n3C)n1
→ ·	-6
Cc1ccc(CNC2=NCCCCC2)n1C
→ 9	41
CCOC(=O)c1ccc2c(c1)nc(COc1ccc(OC)cc1)n2CC
→ 2	·
CC(/C=C/c1ccc(O)cc1)=N/O
→ -11	·
O=C(Nc1ccccc1)N1CCC(c2nc(-c3ccc(S(=O)(=O)N4CCOCC4)cc3)no2)CC1
→ -7	-10
CC(C)(C)c1ccc(NC(=O)COC(=O)C2=COCCO2)cc1
→ -53	4
N#Cc1cn(-c2ccccc2)nc1-c1ccccc1
→ 0	-9
C=CCNC(=O)CN(c1ccccc1OCC)S(=O)(=O)c1ccc(C)cc1
→ -14	·
Cc1nc2nc3c(cn2n1)C(=O)CC(c1ccccc1)C3 (centres undefined)
→ -7	-3
COc1ccc(-c2ccnc3nc(N4CCN(c5ccccc5)CC4)nn23)cc1
→ 20	·
Cc1ccc(CC(=O)NCc2ccc3c(c2)OCO3)cc1
→ 3	·
C=CCSc1nnc2c(n1)OC(c1c(C)[nH]n(-c3ccccc3)c1=O)Nc1ccccc1-2 (centres undefined)
→ -9	·
CCOc1ccccc1N1C(=O)CC(N(O)c2ccccc2)C1=O (centres undefined)
→ -8	3
Cc1ccc(CNC(=O)C2CC(c3ccccc3C(F)(F)F)=NO2)o1 (centres undefined)
→ -14	·
CCCCn1c(N)c(C(=O)NCc2cccs2)c2nc3ccccc3nc21
→ -129	·
COc1ccc(NC(=O)C23CCC(C2)C(C)(C)C3=O)cc1 (centres undefined)
→ -6	-7
O=C(Nc1ccccc1)C1=C[C@H](c2csc3ccccc23)C[C@H](OCc2ccc(CO)cc2)O1
→ -2	·
Cc1ccc(Nc2nnns2)cc1
→ -11	·
COc1ccc(CSc2nnnn2C)cc1F
→ -68	-1
COCCCNS(=O)(=O)c1ccc(Oc2ncc(C(F)(F)F)cc2Cl)cc1
→ -13	·
O=C(O)Cc1cc(I)c(Oc2ccc(O)c(I)c2)c(I)c1
→ -52	-14
Cc1ccc(-c2ccc(/C=C3\C(=O)ON=C3c3ccccc3)o2)c([N+](=O)[O-])c1
→ 22	·
CCOc1ccc(N(CC(=O)O)S(=O)(=O)c2ccc(F)cc2)cc1
→ -2	-5
COc1ccc(/C=N\NS(=O)(=O)c2ccc(C)cc2)cc1COc1ccccc1[N+](=O)[O-]
→ -12	·
Cc1ccc(C)c(N2C(=O)CN=C2Nc2ccccc2Cl)c1
→ -12	-6
CCOCC(=O)Nc1ccc(F)c(F)c1
→ 6	-5
Cc1nc2ccc(S(=O)(=O)Nc3cccc(-c4nc5cccnc5s4)c3)cc2s1
→ 10	·
O=C1CCCC2=C1C(O)(C(F)(F)F)C(=O)N2Cc1ccccc1 (centres undefined)
→ -1	-36
Cc1n[nH]c(C)c1S(=O)(=O)N1CCN(C2CCCCC2)CC1
→ -8	-4
CN(C(=O)c1cccc(C#N)c1)c1nnc(-c2cnccn2)s1
→ 11	-9
CCN(CC)c1cc2nc(C)n(Cc3ccccc3)c(=O)c2cc1NC(=O)C1CC1
→ -2	·
Cc1ccc(Cn2nnc3c(=O)[nH]c(C4CCCN(S(=O)(=O)c5ccccc5)C4)nc32)cc1 (centres undefined)
→ -4	·
Cc1ccc(CN2CCN(/N=C/c3cc([N+](=O)[O-])ccc3Cl)CC2)cc1
→ -4	·
COc1cc(NC(=S)NC(=O)c2cc(C)cc(C)c2)ccc1NC(=O)c1cccs1
→ -13	·
Cc1csc(=NC(=O)c2ccccc2)n1CCO
→ 8	·
CC(CN1CCCCC1)OC(=O)Cc1ccc(Cl)cc1 (centres undefined)
→ -9	-2
CCOc1c2ccc(C(=O)N[C@H](C)C3CCCCC3)cc2nn1CCOC
→ 5	·
Cc1noc(C)c1C(=O)Nc1ccc(F)c(F)c1
→ 5	·
CCCCN(CCCNC(=O)C1CCN(S(=O)(=O)N2CCOCC2)CC1)Cc1ccccc1
→ ·	-29
Cc1nn(C)c(Oc2ccc(Cl)cc2)c1C(=O)Nc1ccc(F)cc1F
→ 5	·
CCOC(=O)Cc1cc(OC)c(OC)cc1Cc1cc(OC)c(OC)cc1CC(=O)OCC
→ -4	·
CC(C)C(=O)Nc1ccc(N2CCN(S(C)(=O)=O)CC2)cc1
→ -16	1
Cc1nnc(SC2CC(=O)N(c3ccccc3)C2=O)s1 (centres undefined)
→ -13	·
Cc1cc(NC(=O)c2ccco2)ccc1NC(=O)Cc1cccs1
→ 6	·
CN1C(=O)N(C)C2C1NC(=O)N2C (centres undefined)
→ 4	-9
CCC(C)NC(=O)c1ccc(CSc2nc3ccncc3n2Cc2ccc(F)cc2)cc1 (centres undefined)
→ -9	·
Cc1cc(NC(=O)CN2CCN(S(=O)(=O)c3ccc(Cl)cc3)CC2)no1
→ 12	·
Cc1cc2ccccc2c(=O)n1CC(=O)NCC(=O)N1CCN(c2ccccc2)CC1
→ 3	-6
Cc1ccc2[nH]c3c(=O)n(Cc4ccccn4)cnc3c2c1
→ 9	·
O=C(c1ccc(N2CCN(C3CC(=O)N(c4ccc(F)cc4)C3=O)CC2)cc1)c1cccnc1 (centres undefined)
→ 10	·
CCCc1c(-c2ccc(O)cc2)nn(-c2ccc(O)cc2)c1-c1ccc(O)cc1
→ -14	·
COc1ccc(CNC(C)C2COc3ccccc3O2)c(OC)c1 (centres undefined)
→ 10	-8
Clc1ccc(COc2ccccn2)c(Cl)c1
→ 6	-17
COc1ccc(-c2csc(NC(=O)CSc3nc(C)cs3)n2)cc1
→ 1	·
Cc1ccc(-n2c(N)c(C#N)c(-c3ccccc3)c(C#N)c2=O)cc1
→ -10	·
CC(C)OCCCNC(=O)C(C)Oc1ccccc1 (centres undefined)
→ -9	·
O=C(COc1ncnc2ccc(Br)cc12)N1CCOCC1
→ 5	-1
COc1ccccc1NC(=O)CSc1nc2ccccc2n1C(C)=O
→ -12	-10

# (further entries)
smiles	RmlCD inh mix	RT RNaseH block
Cc1cc(O)c(C(C)C)cc1NC(=O)c1cccc(Cl)c1	-12	·
CC(=O)N1CSCC1C(=O)N1CCN(c2ccc(N3CCOCC3)nn2)CC1 (centres undefined)	-3	-5
CCOC(=O)C1(C)NC(c2ccco2)C2C(=O)N(c3ccc(C)cc3)C(=O)C21 (centres undefined)	87	·
CSCCC(NC(N)=O)C(=O)NCc1ccccc1Cl (centres undefined)	0	-6
O=C(NCCSc1c[nH]c2ccccc12)c1ccco1	12	-34
O=C(O)c1ccc2nc(CO)[nH]c2c1	-14	·
CCN1CCCC1CNC(=O)Cn1cc2c(n1)CCC(C)C2 (centres undefined)	1	-6
COC(=O)Cc1cc(=O)n2[nH]c(C(F)(F)F)nc2n1	-11	·
O=C(c1cc2n(n1)C(C(F)(F)F)CC(c1ccco1)N2)N1CCc2ccccc2C1 (centres undefined)	·	-24
N/C(=N\OC(=O)c1ccco1)c1cccc(Br)c1	-9	·
Cn1c(=O)n(CCOc2ccccc2Cl)c2ccccc21	-15	-50
Cc1ccc2c(c1)nnn2C1CCN(S(=O)(=O)c2cccc(S(=O)(=O)N(C)C)c2)CC1	-12	4
Cc1ccc(-c2cc(C(=O)Nc3ccccc3C)c3ccccc3n2)o1	-38	·
Cc1ccc(OCC(=O)Nc2oc(-c3ccccc3)c(-c3ccccc3)c2C#N)cc1	12	·
COc1ccc(C2Nc3ccccc3C(=O)N2c2ccc(C)cc2)cc1Cn1nc(C)c([N+](=O)[O-])c1C (centres undefined)	-13	·
CC(C)C(=O)Nc1cccc(-c2nc3ccccc3c(=O)o2)c1	-33	·
COc1ccccc1CC(NC(C)=O)C(=O)N1CCN(C(=O)c2cccs2)CC1 (centres undefined)	3	·
CCNC(=S)NNC(=O)c1csc(CC)c1	8	·
CN=C(Nc1ccc2c(c1)OCO2)SC1CC(=O)N(c2ccccc2)C1=O (centres undefined)	9	-7
COc1ccc(C(=O)/C=C/N(C)C)cc1OC	11	·
CC(C)c1ccc(C2C3CSCC=C3C(C#N)=C(N)C2(C#N)C#N)cc1 (centres undefined)	8	·
CCOC(=O)C1=C(C)NC(=O)NC1c1ccc(OC)c(Cl)c1 (centres undefined)	5	-48
COc1ccc(S(=O)(=O)N2CCCC(C(=O)Nc3cccnc3)C2)cc1Cl (centres undefined)	-15	-23
COc1cccc(-n2c(=O)[nH]cc(C(=O)Nc3ccc(NC(C)=O)cc3)c2=O)c1	5	1
CC1CC(C)CN(CCCNC(=O)c2cn(C)c3ccc(S(=O)(=O)N4CCCC4)cc3c2=O)C1 (centres undefined)	·	-2
CCOC(=O)CC(=O)CSc1nc2cc(C)ccc2cc1C	-6	·
COC(=O)Nc1nc2ccc(C(=O)c3ccc(F)cc3)cc2[nH]1	-12	·
Nc1ccnn1C1CCNCC1	-15	3
Cc1ccc(OCCCn2cc(C#N)c3ccccc32)cc1	-20	·
COc1cccc2c(=O)cc(C)n(CC(=O)Nc3ccccc3C)c12	4	·
O=C(CCCC(=O)N(c1ccc2c(c1)OCCO2)C(C(=O)NC1CCCCC1)c1ccc(F)cc1)Nc1ccccn1 (centres undefined)	-4	·
Cc1occc1-c1nnc(SCC(=O)N2CCc3ccccc32)o1	5	-2
COCCn1nnnc1SCC(=O)c1ccc(F)cc1	4	19
O=C(CSc1nc2ccccc2c(=O)n1-c1ccc(F)cc1)NCc1ccco1	-12	·
Cc1ccccc1Cn1nc(C)c(NC(=O)c2nc3n(n2)C(C(F)F)CC(C)N3)c1C (centres undefined)	0	13
CC(CNS(=O)(=O)c1cc(Cl)ccc1Cl)CN(C)C (centres undefined)	-5	2
COc1ccccc1NC(=O)c1ccccc1NC(=O)c1cc(Cl)ccc1NC(=O)c1ccco1	18	·
CC1CCc2c(sc3nc(C4CC4)nc(SCC(=O)NCc4ccco4)c23)C1 (centres undefined)	·	26
COc1ccccc1Nc1nc(NCCO)nc(N2CCCC2)n1	-14	·
Cc1ccc(OCc2cc(C(=O)Nc3ccccc3)oc2C)cc1	8	·
CN1C(=O)N(C)C2(CC1(C)C)CC(C)(C)N(C)C(=O)N2C	4	1
O=C1CC2(CCCCC2)Oc2ccc(F)cc21	6	·
O=C(CCN1C(=O)c2ccccc2C1=O)Nc1ccc(-c2cn3ccsc3n2)cc1	10	13
COCCNC(=O)C(=O)Nc1ccc(Br)cc1	4	·
Cn1cnc2c(sc3nc(N4CCOCC4)c4c(c32)CC(C)(C)OC4)c1=O	·	-38
CCCc1nc(N2CCN(C)CC2)c2sc(=S)n(-c3ccccc3)c2n1	-10	2
c1ccc(NCc2nc(-c3ccccc3)no2)cc1	9	-22
COc1ccc(/C=C2\N=C(SC)N(C)C2=O)cc1	14	·

# A draw from above in order of heavy-atom count, rising.
smiles	RmlCD inh mix	RT RNaseH block
O=C1CC2(CCCCC2)Oc2ccc(F)cc21	6	·
c1ccc(NCc2nc(-c3ccccc3)no2)cc1	9	-22
CN1C(=O)N(C)C2(CC1(C)C)CC(C)(C)N(C)C(=O)N2C	4	1
Cc1ccc(OCc2cc(C(=O)Nc3ccccc3)oc2C)cc1	8	·
CCCc1nc(N2CCN(C)CC2)c2sc(=S)n(-c3ccccc3)c2n1	-10	2
O=C(CCN1C(=O)c2ccccc2C1=O)Nc1ccc(-c2cn3ccsc3n2)cc1	10	13

# Further records
smiles	RmlCD inh mix	RT RNaseH block
CCCNc1ncnc2c1cnn2-c1ccc(OC)cc1	·	-4
N=c1n(CCN2CCCCC2)c2ccccc2n1CC(O)COc1ccccc1 (centres undefined)	-13	-5
COc1ccc(C(=O)c2ccccc2Cl)cc1	-7	·
O=C(Cn1cc2c(n1)CCCC2)NCc1cccnc1	-10	-6
COCCNC(=O)c1ccc2c(c1)ncn2-c1ccc(F)c(F)c1	-17	-23
CN(CCO)c1cc(Sc2nc3ccccc3s2)c2nonc2c1[N+](=O)[O-]	32	·
COc1cccc(OCCNC(=O)c2cccc(OC)c2)c1	·	-7
Cc1ccccc1-n1nnnc1SC1CCOC1=O (centres undefined)	·	-28
CCOC(=O)N1CCN(c2nc(C)c3c(n2)CC(C)CC3=O)CC1 (centres undefined)	-13	-9
COc1cc(OC)cc(C(=O)N2CCN(S(C)(=O)=O)CC2)c1	8	-7
COc1ccc(CCNC(=O)CN2C(=O)c3ccccc3S2(=O)=O)cc1	-14	-8
O=C(COc1ccc(Cl)cc1)Nc1ccccc1CO	-19	-8
Cc1ccc(-n2nc(-c3cccs3)cc2C(=O)NCC2CCCO2)c(C)c1 (centres undefined)	-8	-11
CCCCN(C(=O)Nc1ccc(Cl)cc1)C1CCN(C(C)=O)CC1	29	·
CCNC(=O)CC1C(=O)N(c2ccc(F)cc2)C(=O)N1Cc1ccc(OC)cc1 (centres undefined)	3	-8
O=C(NCN1C(=O)C2C3C=CC(C3)C2C1=O)Nc1nncs1 (centres undefined)	7	-3
CC1CCC(C(C)C)C(OC(=O)CSc2nnc(N)s2)C1 (centres undefined)	-17	·
COc1cc2[nH]c(=O)n(CCC(=O)N3CC=C(c4ccccc4)CC3)c(=O)c2cc1OC	-14	·
COc1ccc(CNc2n[nH]c(NCc3ccc(OC)c(OC)c3)n2)cc1OC	3	2
CC(C)n1cnc2c(Nc3cccc(Cl)c3)nc(NCCCO)nc21	-7	·
